PRMT1 FP inh = inhibitors of human PRMT1. 370,000 tested, 1.3% active. recombinant PRMT1, activity-based probe fluorescence polarization. Q99873. inhibition, % at 2.79 µM;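 active = inhibition above about 21% made by adding two undisclosed values, limit read from the data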
LEDGF integ inh = blocks HIV-1 LEDGF/p75-dependent DNA integration. inhibition, % at 3.7 µM. TR-FRET IN-LEDGF/p75 DNA integration, Eu/Cy5. AID 743269. 370,000 tested, 0.64% active;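 active = inhibition above the screen-wide mean plus 3 SD, cut at about 13% in these data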;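 also: signal is the Cy5 over europium emission ratio at 671 and 618 nm; 0% = plate median of compound wells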
TDP2 inh = blocks human TDP2 phosphodiesterase activity; O95551; 370,000 tested, 0.34% active; inhibition, % at 12.8 µM; recombinant TDP2, T5PNP hydrolysis, p-nitrophenol absorbance 415 nm; AID 720702;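 active = inhibition above the mean of all tested compounds plus 3 SD, set per campaign, cut at about 25% in these data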;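 also: 0% = DMSO with enzyme and 100% = buffer with substrate but no TDP2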
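Material: recombinant human TDP2; quantity: TDP2 enzyme at 120 nM final; medium: Tris-HCl pH 7.5 with MgCl2; compound: single concentration, 12.8 µM nominal, with 1% DMSO; incubation: 2 h enzyme incubation at 37 °C; signal: epi absorbance; measure: percent inhibition; benchmarks: high control without enzyme, low control DMSO plus TDP2; repeats: singlicate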
MBD2 DNA inh = blocks human MBD2 binding to methylated DNA | inhibition, % at 4.4 µM | Q9UBB5 | TR-FRET, MBD2 binding to methylated oligonucleotide | 370,000 tested, 0.31% active | AID 686964; in the data active = inhibition above about 13%
SIAE inh = human SIAE inhibition, primary screen | SIAE FP-Rh probe binding, fluorescence polarization | inhibition, % at 9.66 µM | 370,000 tested, 0.69% active;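 active = inhibition above a cutoff: mean of compounds within the control limits plus 3 SD of those, cut at about 17% in these data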;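 also: 0% = plate median of compound wells and 100% = probe without SIAE protein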
Target sequence (Q9HAT2 whole entry, looked up): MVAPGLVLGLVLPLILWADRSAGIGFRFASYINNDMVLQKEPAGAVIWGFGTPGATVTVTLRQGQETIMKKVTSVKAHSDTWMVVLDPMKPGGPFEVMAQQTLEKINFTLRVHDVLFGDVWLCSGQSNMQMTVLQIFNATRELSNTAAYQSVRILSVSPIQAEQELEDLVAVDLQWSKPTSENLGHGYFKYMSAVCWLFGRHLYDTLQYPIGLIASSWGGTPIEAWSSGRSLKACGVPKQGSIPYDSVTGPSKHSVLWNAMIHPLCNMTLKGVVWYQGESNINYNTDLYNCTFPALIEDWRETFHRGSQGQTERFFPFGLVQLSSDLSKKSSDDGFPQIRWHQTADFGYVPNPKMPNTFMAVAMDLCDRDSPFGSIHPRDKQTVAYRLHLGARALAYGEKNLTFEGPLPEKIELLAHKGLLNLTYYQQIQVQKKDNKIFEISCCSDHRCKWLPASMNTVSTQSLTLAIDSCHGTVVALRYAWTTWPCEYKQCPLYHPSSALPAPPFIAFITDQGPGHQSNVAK
NPR2 activator = GC-B (human) receptor activation; AID 1920062; P20594; HEK293-GC-B cells, CNP EC30, cGMP TR-FRET; 0% at EC30 CNP, 100% saturating CNP; 370,000 tested, 0.11% active; activation, % at 10 µM;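 active = activation at 10 µM reaching about 35% in either raw or pattern-adjusted values, limit read from the data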
TCR-CD3 inh = blocks the human TCR-CD3 interaction. 360,000 tested, 0.37% active. inhibition, % at 9.4 µM. TAMRA-labeled TCR probe fluorescence, biochemical; in the data active = inhibition above about 19%;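 also: recombinant mutant TCR 2C K166C tagged with TAMRA read by polarization; 0% = receptor in buffer alone and 100% = receptor with positive control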
HTRA1 inh = HTRA1 (human) protease inhibition. recombinant HTRA1, FP-rhodamine activity-based probe, fluorescence polarization. AID 504803. 340,000 tested, 0.5% active. inhibition, % at 5.96 µM; in the data active = inhibition above about 36%;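 also: 0% = enzyme with DMSO and 100% = wells lacking enzyme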
ABHD4 inh = inhibits mouse alpha/beta hydrolase domain 4; inhibition, % at 8.92 µM; purified mABHD4, FP-Rh probe fluorescence polarization; AID 720543; 370,000 tested, 0.54% active; Q8VD66;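 active = inhibition exceeding the mean over every tested compound plus 3 SD, cut at about 30% in these data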;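 also: 0% = plate median of compound wells and 100% = S159A mutant with DMSO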
Target sequence (Q8VD66 whole entry, looked up, the tested form may be a part): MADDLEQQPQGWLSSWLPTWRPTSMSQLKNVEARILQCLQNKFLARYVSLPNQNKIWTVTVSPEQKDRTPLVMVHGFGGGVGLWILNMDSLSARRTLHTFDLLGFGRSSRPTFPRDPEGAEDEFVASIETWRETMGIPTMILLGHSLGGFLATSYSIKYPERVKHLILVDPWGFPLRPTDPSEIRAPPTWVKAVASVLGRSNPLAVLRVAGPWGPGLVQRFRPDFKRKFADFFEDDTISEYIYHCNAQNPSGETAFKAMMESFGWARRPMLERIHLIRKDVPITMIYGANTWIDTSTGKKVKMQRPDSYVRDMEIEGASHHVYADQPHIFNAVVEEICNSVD
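System: mouse ABHD4 enzyme, wild type / Medium: HEPES pH 7.0, NaCl, Pluronic buffer / Reagent: FP-Rh activity-based fluorescent probe / Control set: S159A mutant high control, sample median low control / Detection: fluorescence polarization with parallel and perpendicular emission, 525/598 nm / Schedule: 45 min + 60 min at 25 °C / Compound dosing: 8.92 µM, single dose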
rCAG RNA binder = binds r(CAG) RNA repeats | r(CAG) RNA repeat, TO-PRO-1 dye displacement fluorescence | inhibition, % at 3 µM | 370,000 tested, 1.3% active | AID 651821;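 active = inhibition above the plate cutoff, the mean of all test compounds on that plate plus 3 SD, cut at about 35% in these data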;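 also: 0% = DMSO alone and 100% = 100 µM mitoxantrone as full dye displacement; higher means more dye released from RNA so lower well fluorescence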
The depositor's hits bear a star; nt = no result given. Some of the compounds tested; rates above refer to the full screens.

molecule | PRMT1 FP inh | LEDGF integ inh | TDP2 inh | MBD2 DNA inh | SIAE inh | NPR2 activator | TCR-CD3 inh | HTRA1 inh | ABHD4 inh | rCAG RNA binder
COc1ccc(OC)c(NC(=O)CSc2nnc(CNc3ccc(C)cc3C)o2)c1 | -2 | 0 | -7 | -1 | 4 | -3 | 0 | -1 | 1 | -1
c1ccc(-c2[nH]ncc2CN2CCc3ccccc3C2)cc1 | 3 | -1 | -11 | 1 | -3 | -4 | -3 | -1 | -4 | -1
COc1ccc(C(=O)Nc2ccc(NC(=O)c3ccccc3)cc2)cc1S(=O)(=O)N1CCOCC1 | 0 | 0 | 8 | -4 | -1 | -1 | 8 | -8 | -2 | 11
CN=C1S/C(=C\c2ccc(N3CCCC3)c(F)c2)C(=O)N1C | 0 | 5 | -5 | -4 | 7 | -5 | 6 | 2 | 4 | 5
Cc1ccc(NC(=O)C2CCCCC2)cc1C | -1 | 1 | -3 | 5 | -5 | 1 | 2 | 3 | -3 | -5
Cc1nc2cc(C(=O)OCC(=O)NC34CC5CC(CC(C5)C3)C4)ccc2n1-c1ccccc1 | 2 | -2 | -8 | 1 | -8 | 2 | 0 | -72 | 1 | 5
COc1ccc(OCCCN2CCc3ccccc3C2)cc1 | 2 | 1 | -8 | 7 | -2 | 4 | -3 | 1 | -4 | -6
CCN(CC)C(=O)CSc1nc2sc3c(c2c(=O)n1CCCOC)CCC3 | -2 | 2 | -8 | -2 | 2 | 5 | 0 | 3 | 4 | -7
O=C(CCCOc1ccc(Cl)cc1Cl)NCC1CCCO1 (stereo unspecified) | 0 | -7 | -7 | 3 | -6 | -6 | -2 | 6 | -4 | -2
Nc1cc(-c2nn[nH]n2)ccc1F | 1 | 8 | 6 | 0 | -1 | -2 | 3 | 2 | 15 | 9
CCOC(=O)N1CCN(C(=O)C[C@H]2C(=O)N(Cc3ccc(OC)cc3)C3=CCCC[C@@]32C(=O)OCC)CC1 | -5 | 4 | -4 | -1 | -10 | 0 | nt | nt | -7 | -2
CCN1CCCC1CNS(=O)(=O)c1ccc(Br)cc1 (stereo unspecified) | 0 | 4 | -4 | -5 | 8 | -5 | 2 | 0 | -2 | -2
O=C(Cn1c(=O)n(-c2cccc(C(F)(F)F)c2)c(=O)c2sccc21)NCC1CCCO1 (stereo unspecified) | 3 | -2 | -6 | 3 | -3 | -5 | 1 | 7 | -7 | 3
CC(C)C[C@@H]1O[C@H](CCc2ccccc2)Cc2[nH][nH]c(=O)c21 | 2 | -1 | 10 | -1 | 4 | -2 | -4 | nt | 7 | 8
CCCCNC(=O)NC1C(NC(=O)NCCCC)N(C)C(=O)N1C (stereo unspecified) | 3 | 6 | -1 | -1 | 3 | -1 | 7 | 0 | -1 | -2
O=c1c(-c2ccc(Br)cc2)coc2c(CN3CCOCC3)c(O)ccc12 | 0 | -2 | -9 | -2 | -8 | -1 | 0 | -5 | -3 | 6
O=[N+]([O-])c1ccc(Sc2ccncn2)c([N+](=O)[O-])c1 | 5 | -1 | 3 | -5 | -5 | -2 | 4 | -3 | 6 | 3
CC1CN(S(=O)(=O)c2ccc(C(=O)Nc3nnc(-c4ccco4)o3)cc2)CC(C)O1 (stereo unspecified) | -4 | 1 | -13 | -3 | -1 | 2 | 1 | -2 | 0 | 17
COc1ccc(C(=O)Cn2c(C)nc([N+](=O)[O-])c2Br)cc1 | 2 | -2 | 10 | 2 | -6 | -2 | -9 | 4 | 9 | -1
CCOC(=O)C(C(=O)NCC1CCCO1)C1CCCCC1 (stereo unspecified) | -2 | 2 | -13 | -4 | -2 | 2 | 5 | -1 | 1 | -3
Cc1cccc2nc(CNC(=O)CC3C(=O)NCCN3Cc3cccc(F)c3)cn12 (stereo unspecified) | -1 | -1 | -13 | 0 | 5 | 6 | 10 | 0 | 4 | 4
Cc1ccc(C)c(NC(=O)C2COc3ccccc3O2)c1 (stereo unspecified) | 3 | 3 | -8 | 5 | 0 | -3 | -3 | 3 | -6 | -3
CCCN(CCC)C(=O)COc1cc(=O)n(CC)c2ccccc12 | -2 | 4 | -3 | 1 | 7 | 1 | 6 | 3 | -3 | 0
Cc1ccc(CNC(=O)C2CC3Cn4c(nc5cc6ccccc6cc54)C3N2C)o1 (stereo unspecified) | 15 | -2 | -18 | 2 | 5 | 2 | -4 | -3 | 1 | 10
COC(=O)[C@H](Cc1ccccc1)NC(=O)[C@@H](N)CC(=O)O | -2 | -1 | -3 | 1 | -1 | 2 | 2 | -1 | 3 | 3

Complete entries, looked up by structure. Order of values: PRMT1 FP inh	LEDGF integ inh	TDP2 inh	MBD2 DNA inh	SIAE inh	NPR2 activator	TCR-CD3 inh	HTRA1 inh	ABHD4 inh	rCAG RNA binder
`O=c1c(-c2ccc(Br)cc2)coc2c(CN3CCOCC3)c(O)ccc12` as listed: 0	-2	-9	-2	-8	-1	0	-5	-3	6
`Cc1ccc(NC(=O)C2CCCCC2)cc1C` as listed: -1	1	-3	5	-5	1	2	3	-3	-5

Returning to the listing; the 2 compounds before the break are reprinted first.
molecule | PRMT1 FP inh | LEDGF integ inh | TDP2 inh | MBD2 DNA inh | SIAE inh | NPR2 activator | TCR-CD3 inh | HTRA1 inh | ABHD4 inh | rCAG RNA binder
Cc1ccc(CNC(=O)C2CC3Cn4c(nc5cc6ccccc6cc54)C3N2C)o1 (stereo unspecified) | 15 | -2 | -18 | 2 | 5 | 2 | -4 | -3 | 1 | 10
COC(=O)[C@H](Cc1ccccc1)NC(=O)[C@@H](N)CC(=O)O | -2 | -1 | -3 | 1 | -1 | 2 | 2 | -1 | 3 | 3
CC[C@@H](C(=O)[C@@H](C)[C@@H](O)[C@H](C)[C@@H]1O[C@@H]([C@@H](CC)C(=O)O)CC[C@@H]1C)[C@H]1O[C@]2(C=C[C@@H](O)[C@]3(CC[C@@](C)([C@H]4CC[C@](O)(CC)[C@H](C)O4)O3)O2)[C@H](C)C[C@@H]1C | 2 | -1 | -7 | 2 | -2 | 8 | 0 | 0 | -4 | 7
COc1cccc(CN(C)CC(=O)Nc2cccc(S(=O)(=O)N(C)c3ccccc3)c2)c1OC | 2 | -5 | -7 | 5 | -3 | 2 | -4 | -20 | -9 | -1
CCOc1ccc(-c2csc3nc[nH]c(=O)c23)cc1 | 0 | -1 | 10 | 3 | 0 | -2 | 1 | 2 | 0 | 0
Cc1noc(C)c1S(=O)(=O)N1CCN(c2ccccc2Cl)CC1 | 3 | 1 | 5 | 7 | 1 | 2 | -7 | -10 | 4 | -3
CC(=O)c1ccc(OC2(C)CCN(Cc3ccc4c(c3)OCCO4)C2)cc1 (stereo unspecified) | 3 | 15* | 3 | 3 | 3 | -2 | -5 | nt | 6 | -2
COc1cccc(/C=C/C(=O)OCC(=O)NC(=O)NC2CCCCC2)c1 | -3 | 1 | 10 | -2 | 0 | 4 | -5 | 13 | -4 | -3
c1ccc(-c2cccs2)nc1 | 0 | -2 | 11 | 2 | 2 | 1 | 9 | 4 | 2 | -1
Cc1ccc(S(=O)(=O)N2CCN(S(=O)(=O)c3ccccc3)C2)cc1 | -1 | 1 | 8 | -2 | -4 | 0 | 5 | 2 | 9 | -2
COC(=O)C1CN(C2CCCC2)CCS(=O)(=O)N1Cc1ccccc1 (stereo unspecified) | 1 | 1 | 2 | 5 | -3 | -3 | nt | nt | 2 | 2
COCCCN1C(=O)C(=O)/C(=C(/O)c2ccc3c(c2)CC(C)O3)C1c1cccnc1 (stereo unspecified) | -3 | 0 | -2 | 0 | 2 | -1 | 2 | 4 | 2 | 1
CCOC(=O)c1[nH]c2ccc(C)cc2c1NC(=O)CN1CCCCC1 | 0 | -5 | -8 | -6 | 2 | -3 | -2 | -1 | 1 | -2
CCCC(=O)Nc1cc(C(=O)O)ccc1Sc1ccccc1 | -3 | 4 | 3 | -2 | 5 | -3 | 10 | 1 | 8 | 9
CCc1nc(SCC(=O)Nc2ccnc3ccccc23)n[nH]1 | 4 | -4 | 0 | -1 | -8 | -11 | -6 | -6 | 7 | 0
CCc1cc2c(SCC#N)ncnc2s1 | -3 | 5 | -3 | 2 | -1 | 4 | 2 | 2 | 5 | 2
CC(C1CC1)N(Cc1ccccc1)C(=O)NC(=O)c1ccc(F)cc1 (stereo unspecified) | -3 | 2 | -7 | 3 | 3 | 0 | 1 | 5 | -2 | -3
Cc1ccc(C(=O)N(C)CC(=O)Nc2ccc(Cl)c(C(F)(F)F)c2)cc1S(=O)(=O)N1CCCCC1 | 2 | -2 | 2 | 4 | -16 | -7 | -1 | -38 | -21 | 2
COc1ccc(-n2c(C)c(C(C)=O)c3cc(OCC(N)=O)ccc32)cc1 | -2 | 2 | 24 | -4 | 5 | 3 | 4 | -10 | -4 | -5
CCOc1ccc(OCC)c(NC(=O)CSc2nnc(Cn3cnc4ccccc43)n2C)c1 | -2 | 0 | -11 | -1 | 5 | 0 | 3 | 2 | -4 | -5
CCOC(=O)c1cnn(-c2cc(C)nc3c(-c4ccccc4)cnn23)c1N | 1 | 0 | 8 | -1 | -3 | -1 | -5 | -9 | 4 | -1
CC1CN(C(=O)c2ccc(NS(=O)(=O)c3cccc(Cl)c3)cc2)CC(C)O1 (stereo unspecified) | -4 | -3 | -12 | -2 | -3 | -3 | 2 | -3 | -1 | 5
NC(=O)CSc1nnc(COc2ccc3ccccc3c2)o1 | -1 | -4 | 7 | 6 | -1 | 2 | -7 | 4 | 3 | -3
